# Bioassay records as filed in PubChem BioAssay.
# CFTR F508del cor: CFTR F508del correction in bronchial cells; CFBE cells, YFP halide quenching; stimulated with forskolin plus potentiator P3; % fluorescence drop versus neutral controls; AID 720511; 350,000 compounds, 0.36% hits; activity (quench increase), % at 7.58 µM;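 active means mean added fluorescence quench of at least 8% versus neutral control, with both replicates also reaching 8%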;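 further: cells transiently co-express mutant CFTR-F508del with the halide-sensitive YFP; corrector assay measuring rescue of mutant channel to the surface after 24 h compound exposure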
# PGC1a acetyl inh: modulators of PGC1a acetylation; U2OS PGC1a acetylation, AlphaScreen anti-acetyl-lysine; with virally co-expressed GCN5 acetyltransferase; inhibition, % at 15.6 µM; 350,000 compounds, 0.17% hits;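 active means every replicate shows inhibition of at least 40%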;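 further: 0% = neutral control wells and 100% = positive control wells; some results beyond the cut were filed as inactive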
# Cneo AK release: causes C. neoformans cell lysis. adenylate kinase release luminescence, 4 h; normalised: neutral wells 0, clomiphene wells 100. lysis activity, % at 15 µM. 360,000 compounds, 0.2% hits;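 active means mean lysis activity across replicates of at least 80%, whatever share of replicates individually reach that level; inactive means mean lysis activity below 80%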
#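 Schedule: static 4 h at 37 °C with compound, 1 h detection; system: C. neoformans cells; benchmarks: Clomiphene as positive control; buffer or medium: fresh YPD medium; measure: luminescence rise reflecting yeast cell lysis; measured by: luminescent adenylate kinase detection reagent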
# INS-1E GSIS act: primary screen for activators of insulin secretion dependent on glucose, INS-1E cells, GLuc reporter luminescence; INS-1E GLuc reporter insulin secretion, 2-3 h; activation, % at 16.6 µM; 370,000 compounds, 0.61% hits;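 active means lowest replicate activation of at least 40%, so every replicate reaches that level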;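 further: 0% = median of neutral control wells and 100% = median of IBMX positive control wells; some compounds called inactive have numbers as strong as hits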
# FN deposition inh: fibronectin deposition inhibition; inhibition, % at 12.6 µM; AH1F fibroblasts, Alexa488-fibronectin deposition fluorescence, overnight; 350,000 compounds, 0.086% hits;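 active means mean inhibition across replicates of 30% or more, regardless of how many single replicates reach that level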;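 further: positive control wells lacked labelled fibronectin entirely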
#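 Measured by – fluorescence 485/525 nm · System – AH1F fibroblast monolayer, labelled fibronectin deposition · Amount – 10000 cells per well · Buffer or medium – serum-reduced DMEM (2% serum) · Doses – single dose, pinned · Also added – fluorescent fibronectin at 24 nM final · Schedule – 1 h cell attachment, overnight exposure to compound and label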
# C2C12 statin: suppression of simvastatin myotoxicity | rescue of ATP level, % at 7.49 µM | AID 602340 | C2C12 myotubes + simvastatin, ATP luminescence, 48 h; scaled: DMSO 0, geranylgeraniol control 100 | 330,000 compounds, 0.78% hits;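 active means mean ATP rescue above about 67%, or every replicate alone reaching that limit, limit read from the data, passing the limit was not always enough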;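 further: myotubes were challenged with 10 µM simvastatin during compound exposure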
# PglD DTNB: blocks C. jejuni PglD acetyltransferase activity; 360,000 compounds, 0.098% hits; inhibition, % at 12.5 µM; purified PglD enzyme, DTNB colorimetric CoA detection; in the data active means inhibition above about 16%, passing the limit was not always enough; further: strong numbers were not always called active
# miR122 inh: miR-122 inhibition in Huh7 cells; Huh7 miR-122 Renilla luciferase sensor, 48 h; neutral wells = 0, positive control = 100; activation (reporter increase), % at 12.5 µM; 340,000 compounds, 0.3% hits; AID 602342;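 active means mean replicate activation score at least 90 and every replicate individually at or above 90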;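 further: higher luciferase means less miR-122 activity so hits act as miR-122 inhibitors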
# An asterisk follows results filed as active; · = not tested or not shown; [ ] = dose if it differs, or a comment.
SMILES,CFTR F508del cor,PGC1a acetyl inh,Cneo AK release,INS-1E GSIS act,FN deposition inh,C2C12 statin,PglD DTNB,miR122 inh
Cc1cc(C)c2c(n1)nn1c(NCCCN3CCOCC3)cc(C)nc21,·,7,0,16,7,9,5,1
CC(/C=N/NC(=O)c1nn(C)c(C)c1Br)=C\c1ccccc1,-0.5,-6,-12,2,2,31,-3,-5
O=C(C1COc2ccccc2O1)N1CCN(c2ccccc2O)CC1 (stereo unspecified),2.3,·,-1,5,-4,-4,-2,·
O=C(NC1CCCC1)N1CC(=O)N2[C@H](CO)[C@@H](c3ccc(-c4ccncc4)cc3)[C@H]2C1,-2.4,-9,·,7,1,·,·,·
Cc1nc(NS(=O)(=O)c2ccccc2)sc1C(C)(C)C,·,6,0,1,-4,·,1,-16
Cc1cc(C(=O)N/N=C/c2c(C)n(C)c3ccccc23)n[nH]1,-0.8,·,0,-3,-6,-5,4,-1
CCC(CC)C(=O)N(C)c1c(C)nc2c(OCC(=O)C(C)(C)C)cccn12,-2.1,-6,-2,10,-2,-61,-8,1
COC(=O)c1cc(NC2c3ccccc3C(=O)N2c2cccnc2)cc(C(=O)OC)c1 (stereo unspecified),-3.1,1,-2,5,-6,1,5,8
COCC(=O)Nc1ccc2c(c1)C(=O)N(C)[C@@H]1CC[C@H](CC(=O)NCc3ccccc3F)O[C@H]1CO2,1.4,4,-5,3,-9,22,1,-50[16.7 µM]
CC(=O)c1cc(-c2ccc(F)cc2)n(CCC(=O)Nc2cccnc2)c1C,·,·,·,20,-8,-2,·,6
Cc1ccc2oc(C(=O)N3CCN(Cc4nccn4C)CC3)c(C)c2c1,2.2,-5,0,2,-2,-3,5,-4
O=C(NC1CCCC1)N1CC(=O)N2[C@H](CO)[C@H](c3ccc(C4=CCCCC4)cc3)[C@@H]2C1,3.1,3,·,-18,-10,·,·,·
CC(C)NC(=O)N(C)C[C@@H]1OCCCC[C@@H](C)Oc2ccc(NS(=O)(=O)c3cn(C)cn3)cc2C(=O)N([C@H](C)CO)C[C@H]1C,-0.4,-8,-6,16,-1,·,-2,2[16.7 µM]
CCCn1c(SCC(=O)NCC(=O)Nc2ccc(F)c(F)c2F)nc2ccccc2c1=O,-5.8,-8,·,-3,5,3,·,·
CCOC(=O)CSc1nnc(NC(=O)c2ccc3c(c2)OCO3)s1,1.0,·,-11,2,2,2,-3,·
COCC(=O)Nc1ccc2c(c1)C(=O)N(C)[C@@H]1CC[C@H](CC(=O)NC3Cc4ccccc4C3)O[C@@H]1CO2,-1.2,2,-1,6,4,-12,-3,-26[16.7 µM]
Cc1cc(C(=O)NCc2ccc(S(N)(=O)=O)cc2)ccc1[N+](=O)[O-],·,25,5,27,0,-8,-3,9
Cc1cccc(S(=O)(=O)N[C@H]2CC[C@H](CCNS(=O)(=O)c3ccccc3F)O[C@H]2CO)c1,-2.8,-3,21,-10,0,2,2,·
CCn1cnc2c1c(=O)n(CC(=O)Nc1ccc3c(c1)OC(F)(F)O3)c(=O)n2Cc1ccccc1,·,-2,-1,-24,·,-2,-156,0
O=C(NCCCN=C1NS(=O)(=O)c2ccccc21)c1ccc(S(=O)(=O)N2CCOCC2)cc1,0.2,-9,·,12,·,·,·,7
C=CCNCC#CCOc1ccc(OC)cc1,·,-3,8,·,·,7,10,10
CCCCNC(=O)c1ccc(CS(=O)(=O)c2ccc(OC)cc2)o1,0.0,0,-1,2,-2,-10,-2,-1
COC(=O)c1ccc(N2CCOCC2)c(NC(=O)c2ccc3c(c2)OCO3)c1,1.8,·,1,22,0,13,9,·
CC(C)(C)C1=C(C#N)C(c2ccc3c(c2)OCO3)C(C#N)=C(N)O1 (stereo unspecified),·,7,2,·,·,-2,0,2
CCCOP(=O)(c1ccc(N(C)C)cc1)C(O)c1ccc(Cl)cc1Cl (stereo unspecified),-2.1,-9,-1,-13,-7,5,6,18
Cc1cccc(S(=O)(=O)NC(=O)C2(C)CCN2C(=O)Cc2cccs2)c1 (stereo unspecified),-0.7,-2,0,-2,-5,-2,7,-1
O=C(CSCc1c(F)cccc1F)Nc1ccccc1,-0.1,16,1,1,-2,-2,1,-3
COC(=O)c1cc(OC)c(OC)cc1N,·,14,0,9,·,-4,-6,3
COc1ccc(C2=NCCn3c2c2ccc(C(F)(F)F)cc2[n+]3[O-])cc1,1.3,4,0,10,-3,7,6,6
Clc1ccc(C2=CSC3=NCCN23)cc1Cl,·,-18,13,10,·,11,1,4

# Pulled by compound from the list above (2):
SMILES,CFTR F508del cor,PGC1a acetyl inh,Cneo AK release,INS-1E GSIS act,FN deposition inh,C2C12 statin,PglD DTNB,miR122 inh
CCCn1c(SCC(=O)NCC(=O)Nc2ccc(F)c(F)c2F)nc2ccccc2c1=O,-5.8,-8,·,-3,5,3,·,·
O=C(CSCc1c(F)cccc1F)Nc1ccccc1,-0.1,16,1,1,-2,-2,1,-3

# (list continues)
SMILES,CFTR F508del cor,PGC1a acetyl inh,Cneo AK release,INS-1E GSIS act,FN deposition inh,C2C12 statin,PglD DTNB,miR122 inh
CCOc1ccc(NC(=O)CSc2ccccc2N)cc1,-2.2,6,-2,-1,2,-3,1,·
O=C(Nc1ccc(Cl)cc1)c1csc(COCCO)n1,-0.9,12,0,-1,-1,2,1,-1
Cc1cc(C(=O)CN2C(=O)C(=O)N(CCC3=CCCCC3)C2=O)c(C)n1C,2.4,-3,0,-6,-5,-3,-2,2
C[C@@H]1CCCCO[C@H](CN(C)C(=O)C2CCCCC2)[C@@H](C)CN([C@H](C)CO)C(=O)c2cc(NC(=O)C3CCCCC3)ccc2O1,-1.2,-12,1,-1,·,·,-1,-10[16.7 µM]
O=C(c1cc(Br)c(Br)s1)N1CCN(c2ccccn2)CC1,0.3,·,-2,-19,-3,-5,9,·
CC(=O)c1ccc(OCc2cc(C(=O)N(C)Cc3nc4c(C)cccc4[nH]3)no2)cc1,3.2,·,-5,-22,-2,-3,4,·
CCCCN(C)CCCNC(=O)c1cc(Nc2ccc(OC)c(OC)c2)nc2ccccc12,-1.5,-3,-5,4,8,1,-3,4
CCC1CCC/C1=N\NC(=O)c1ccccc1Cl (stereo unspecified),0.2,7,1,9,-4,·,1,1
O=C(CSc1ccccc1)Nc1ccccc1N1CCOCC1,·,-4,0,14,·,·,5,-18
N#C/C(C(=O)Oc1ccccc1)=C1/Nc2ccccc2-c2ccccc21,·,39,10,·,·,·,7,3
COc1cccc(-c2cnc3c(c2)C(=O)N([C@H](C)CO)C[C@H](C)[C@H](CN(C)S(=O)(=O)c2ccc(F)cc2)O3)c1,0.9,-9,-1,-13,·,40,3,11[16.7 µM]
COCCn1c(-c2cc(OC)c(OC)c(OC)c2)nc2oc3ccccc3c(=O)c2c1=O,·,5,0,·,0,12,0,0
CCCC(C(=O)NC(C)(C)C)N(C(=O)c1snc(C(N)=O)c1N)c1ccc2c(c1)OCCO2 (stereo unspecified),-3.2,16,·,3,-8,-1,·,-11
COC(=O)c1c(NC(=O)COC(=O)Cn2cnc3ccccc32)sc(C)c1C,·,3,-2,·,·,·,-27,-1
C[C@@H]1CN([C@H](C)CO)C(=O)CCCn2cc(nn2)CO[C@@H]1CN(C)Cc1ccc(C(F)(F)F)cc1,-3.4,3,·,-9,0,-19,·,2[16.7 µM]
O=C(COC(=O)c1ccccc1Cl)NC1CCCCCCC1,-4.4,·,-2,-10,·,-2,6,·
O=C(NC(=O)c1csnn1)Nc1ccccc1Cl,-3.2,·,-2,-6,·,0,6,-5
O=C(/C=C/c1cccnc1)c1ccc([N+](=O)[O-])cc1,3.3,10,0,-4,1,-48,1,-2
CO[C@H]1CC[C@@H]2CCOc3c(C#N)cccc3C(=O)N(C)CCCC(=O)N(C)C[C@H]1O2,-1.4,5,12,6,-2,1,-4,·
O=C(NC(=S)NCCC1=CCCCC1)c1cncc(Br)c1,·,-2,19,-25,-5,·,0,-2
Cc1ccc(C)c(N(C)S(=O)(=O)c2cccc3nsnc23)c1,·,-10,2,-7,2,-7,-4,2
Cc1ccc(C(=O)N2CCN(CCNC(=O)C(=O)NCc3ccc(Cl)cc3)CC2)cc1,1.3,-3,-1,7,-9,0,-5,0
CN(C)CC#Cc1ccc([C@@H]2[C@@H](CO)N3CCCCN(C(=O)Nc4cc(F)ccc4F)C[C@H]23)cc1,0.6,5,-1,23,·,·,1,2[16.7 µM]
Cc1occc1C(=O)NNC(=O)CN1C(=O)NC2(CCCCC2)C1=O,2.3,·,1,6,-4,-8,-1,0
Cc1ccccc1N(CC(=O)NC(C)(C)C)C(=O)CS(=O)CC(=O)Nc1ccc2c(c1)OCO2 (stereo unspecified),-0.4,-6,·,15,4,·,·,·
C[C@H](NC(=O)C[C@H]1C[C@@H]2c3cc(N(C)C)ccc3O[C@@H]2[C@H](CO)O1)c1ccccc1,-1.6,2,19,5,·,-3,0,-5[16.7 µM]
COc1ccc2nc(SCC(=O)C(C)(C)C)[nH]c2c1,-2.2,4,·,-3,-8,·,·,·
O=C(COC(=O)c1ccccc1SCC(=O)N1CCCC1)NC1CCCCC1,-1.4,-7,-2,13,-2,6,1,0
CCCCn1c(C(C)NC(=O)COC)nc2ccccc21 (stereo unspecified),·,13,8,·,-2,2,13,-1
Cc1nc(NC(=O)CN(C)S(=O)(=O)c2ccc(Cl)cc2)sc1C,0.2,-30,0,-44,·,-6,0,2
CN1CCN(C2CCN(c3ccc(Nc4nnc(Cl)c(Nc5ccccc5S(C)(=O)=O)n4)c(OC(CF)CF)c3)CC2)CC1,4.0,-5,4,-3,0,-15,-4,-1
COc1ccc(NC(=O)CNS(=O)(=O)c2cccs2)cc1,·,5,0,·,-2,2,-2,-2
N#CC1(Cc2ccc([N+](=O)[O-])cc2)c2ccccc2C=CN1C(=O)c1ccccc1 (stereo unspecified),·,-4,-3,·,·,·,4,7

# Filtered by structure: those above with a Cl atom (nine)
SMILES,CFTR F508del cor,PGC1a acetyl inh,Cneo AK release,INS-1E GSIS act,FN deposition inh,C2C12 statin,PglD DTNB,miR122 inh
CCCOP(=O)(c1ccc(N(C)C)cc1)C(O)c1ccc(Cl)cc1Cl (stereo unspecified),-2.1,-9,-1,-13,-7,5,6,18
Clc1ccc(C2=CSC3=NCCN23)cc1Cl,·,-18,13,10,·,11,1,4
O=C(Nc1ccc(Cl)cc1)c1csc(COCCO)n1,-0.9,12,0,-1,-1,2,1,-1
CCC1CCC/C1=N\NC(=O)c1ccccc1Cl (stereo unspecified),0.2,7,1,9,-4,·,1,1
O=C(COC(=O)c1ccccc1Cl)NC1CCCCCCC1,-4.4,·,-2,-10,·,-2,6,·
O=C(NC(=O)c1csnn1)Nc1ccccc1Cl,-3.2,·,-2,-6,·,0,6,-5
Cc1ccc(C(=O)N2CCN(CCNC(=O)C(=O)NCc3ccc(Cl)cc3)CC2)cc1,1.3,-3,-1,7,-9,0,-5,0
Cc1nc(NC(=O)CN(C)S(=O)(=O)c2ccc(Cl)cc2)sc1C,0.2,-30,0,-44,·,-6,0,2
CN1CCN(C2CCN(c3ccc(Nc4nnc(Cl)c(Nc5ccccc5S(C)(=O)=O)n4)c(OC(CF)CF)c3)CC2)CC1,4.0,-5,4,-3,0,-15,-4,-1
